Screening data (PubChem)
Fam108B counter: counter-screen for RBBP9 inhibitors: inhibitors of mouse Fam108B. recombinant Fam108B, FP-Rh probe fluorescence polarization. 0.33% of 300,000 active. AID 1947. inhibition, % at 9.51 µM;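 active = inhibition above the screen mean inhibition plus 3 SD, computed separately per campaign, cut at about 18% in these data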;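 note: inhibitors lower polarization as less probe binds the enzyme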
Bcl-xL primary: blocks human Bcl-xL binding to Bim BH3 peptide; GST-Bcl-xL / FITC-Bim BH3 peptide fluorescence polarization; inhibition, % at 10.9 µM; 0.7% of 320,000 active; AID 2129;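 active = inhibition above the mean of all tested compounds plus 3 SD, cutoff set per campaign, cut at about 30% in these data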;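 note: 0% = DMSO wells and 100% = unlabeled Bim-BH3 peptide competitor; inhibitors lower millipolarization by displacing the labeled peptide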
Target sequence (Q07817 whole entry, looked up): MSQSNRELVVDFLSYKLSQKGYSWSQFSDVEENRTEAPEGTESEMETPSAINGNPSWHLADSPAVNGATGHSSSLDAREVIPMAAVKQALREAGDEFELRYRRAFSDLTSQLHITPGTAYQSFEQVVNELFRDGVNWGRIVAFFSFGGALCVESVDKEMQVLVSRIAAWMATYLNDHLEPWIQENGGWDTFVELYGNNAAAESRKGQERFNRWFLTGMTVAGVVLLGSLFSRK
VLA-4 inh: inhibition in a human VLA-4 binding assay. P13612. VLA-4 expressing cells, ligand binding flow cytometry. inhibition, % (about 7 µM as worked out from the volumes in the protocol). 0.2% of 330,000 active; in the data active = inhibition above about 50%
AGP1-GFP MLPCN: alters AGP1-GFP fluorescence in TOR pathway yeast screen; S. cerevisiae AGP1-GFP multiplex flow cytometry, 3 h; GFP as percent of DMSO wells; GFP response vs DMSO, % at 10 µM; 0.02% of 320,000 active; AID 2066;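 active = GFP response relative to DMSO above a set limit, near screen average plus 3 SD, cut at about 150% in these data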;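 note: median GFP channel fluorescence of the gated AGP1 strain per well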
GLD-1 TGE inh: GLD-1-TGE RNA interaction inhibition (C. elegans). inhibition, % at 5.96 µM. AID 2280. 0.44% of 320,000 active. purified GLD-1 + fluorescein TGE RNA, fluorescence polarization;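 active = percent inhibition above a per-plate cutoff, the plate mean of test compounds plus 3 SD, cut at about 30% in these data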;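 note: 0% = DMSO wells with GLD-1 and probe and 100% = wells lacking GLD-1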
Target sequence (Q17339 whole entry, looked up): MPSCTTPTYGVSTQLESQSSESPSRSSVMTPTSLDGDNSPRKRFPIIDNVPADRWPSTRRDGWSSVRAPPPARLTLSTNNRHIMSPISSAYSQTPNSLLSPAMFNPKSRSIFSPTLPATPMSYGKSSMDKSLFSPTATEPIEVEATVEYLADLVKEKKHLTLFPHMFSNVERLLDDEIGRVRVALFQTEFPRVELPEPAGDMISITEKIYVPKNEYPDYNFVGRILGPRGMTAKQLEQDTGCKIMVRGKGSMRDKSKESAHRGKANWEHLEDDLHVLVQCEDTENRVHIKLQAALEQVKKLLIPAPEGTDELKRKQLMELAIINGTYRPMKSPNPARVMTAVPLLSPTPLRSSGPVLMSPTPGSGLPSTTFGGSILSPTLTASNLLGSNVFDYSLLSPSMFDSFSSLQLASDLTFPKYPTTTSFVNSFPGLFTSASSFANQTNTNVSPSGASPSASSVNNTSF
GRK2 aptamer HTS: inhibitors of human GRK2 displacing RNA aptamer; P25098; bead flow cytometry, FAM-aptamer displacement from GRK2; inhibition of aptamer binding, % at 10 µM; 0.59% of 330,000 active; AID 488847;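 active = inhibition of aptamer binding above 40%, roughly 3 SD of noise, on plates passing a quality check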;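 note: median bead fluorescence of bound FAM aptamer so fluorescent compounds give negative values; no value below 0 was filed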
CIT2-GFP yeast: alters CIT2-GFP fluorescence in TOR pathway yeast screen; S. cerevisiae CIT2-GFP strain, flow cytometry, 3 h; 100 means same as DMSO wells; GFP response vs DMSO, % at 10 µM; 0.065% of 320,000 active;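 active = GFP response relative to DMSO above a set limit, near the screen mean plus 3 SD, cut at about 150% in these data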;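 note: ratio of well median GFP fluorescence to mean of DMSO wells on the plate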
MEX-5 binding: C. elegans MEX-5 TCR-2 RNA binding activity | Q9XUB2 | MEX-5/FITC-TCR2 RNA binding, fluorescence polarization; hits give low values | activity score (negative = inhibition of binding), % at 10 µM | 0.38% of 300,000 active;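 active = inhibition past about -25% in most replicates, and total fluorescence under double the plate's negative control median, limit read from the data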;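 note: 0% = DMSO and -100% = 5 µM competing unlabeled TCR2 RNA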
MCL1 BIM primary: inhibitors of human MCL1 binding to BIM-BH3 peptide | Q07820 | GST-MCL1 / FITC-Bim-BH3 fluorescence polarization | inhibition, % at 10.9 µM | 0.68% of 320,000 active | AID 2057;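 active = inhibition above the mean inhibition of all tested compounds plus 3 SD, set per campaign, cut at about 40% in these data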;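 note: 0% = DMSO wells and 100% = unlabeled Bim-BH3 peptide control; higher means more loss of mP so more displacement of Bim peptide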
Target sequence (Q07820 whole entry, looked up): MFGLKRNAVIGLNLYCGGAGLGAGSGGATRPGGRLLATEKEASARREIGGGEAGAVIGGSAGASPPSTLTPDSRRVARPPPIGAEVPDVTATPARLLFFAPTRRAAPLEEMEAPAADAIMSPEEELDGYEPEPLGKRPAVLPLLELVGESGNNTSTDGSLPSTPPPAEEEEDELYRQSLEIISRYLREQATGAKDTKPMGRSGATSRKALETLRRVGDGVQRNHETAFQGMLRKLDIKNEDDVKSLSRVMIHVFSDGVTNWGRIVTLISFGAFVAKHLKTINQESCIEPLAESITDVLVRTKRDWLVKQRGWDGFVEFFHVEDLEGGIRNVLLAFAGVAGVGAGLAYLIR
Starred values were filed as active, the others as inactive; / = no result given.

SMILES	Fam108B counter	Bcl-xL primary	VLA-4 inh	AGP1-GFP MLPCN	GLD-1 TGE inh	GRK2 aptamer HTS	CIT2-GFP yeast	MEX-5 binding	MCL1 BIM primary
Cc1ccc(C)c(NC(=O)CSc2nnc(CSc3nc(C)cc(C)n3)n2Cc2ccco2)c1	0	1	-5	/	1	2	99	2.8	0
O=C(NCc1ccco1)c1ccc2nc3sc4c(c3c(=O)n2c1)CCCC4	2	11	8	91	0	7	81	1.1	9
Cc1cccc(NC(=O)NNC(=O)c2c(Cl)c(C)nn2C)c1	4	3	-2	102	4	4	101	-0.9	1
COc1ccc(CC(=O)NC(C)c2nnc(SCCC(=O)Nc3ccccc3)n2C)cc1 (centres undefined)	2	-5	-4	101	-5	1	98	-0.3	5
CC(=O)Nc1c(O)nc(SCC(=O)Nc2cccc(C)c2)[nH]c1=O	0	3	9	102	-6	2	102	1.6	0
O=C(CSc1ncccn1)NC(=O)Nc1ccc2c(c1)OCCO2	7	1	4	104	-3	2	107	-0.5	3
COc1ccccc1CNC(=O)c1ccc(CS(=O)(=O)c2ccc(C)cc2)o1	0	9	8	92	4	2	103	2.3	4
CN1CCN(c2ccc(Cl)cc2NC(=O)/C=C/c2ccc(F)cc2)CC1	-6	-1	-2	103	-5	0	97	-1.6	-5
COc1ccc(OC)c(-c2csc(NC(=O)c3ccccc3F)n2)c1	-7	9	9	98	11	1	92	3.7	9
CC(=O)C(Sc1nn(C)c(=S)s1)C(=O)Nc1ccccc1 (centres undefined)	0	-13	-11	97	1	1	96	0.9	-5
O=C(O)CN1CCN(Cc2ccc(F)cc2Cl)C1=O	1	-2	4	110	1	1	107	/	0
CN(C)c1nc(Nc2ccccc2)nc(N(C)C)n1	3	4	13	97	2	0	95	1.0	9
OC1CCCN(Cc2nc(Cc3ccccc3Cl)no2)C1 (centres undefined)	1	-1	-8	105	-3	3	102	-0.2	6
CC(=O)c1ccc(NC(=O)C(C)OC(=O)COc2ccc(C#N)cc2)cc1 (centres undefined)	2	2	6	98	6	2	97	0.9	-3
O=C(CSc1cn(Cc2ccccc2)c2ccccc12)N1CCOCC1	8	-1	7	94	-5	0	90	2.2	5
COc1ccccc1-c1noc(CCC(=O)Nc2cccc(C)c2)n1	5	4	0	106	-3	1	105	0.6	-9
CC(=O)Nc1coc2ccc(Br)cc12	-3	-17	8	100	3	0	110	-0.5	-11
COC(=O)c1c(NC(NC(=O)c2ccccc2)(C(F)(F)F)C(F)(F)F)sc2c1CCN(C)C2	1	9	/	93	-2	3	88	-4.1	13
O=C(COC(=O)C1CC(=O)N(c2ccc3c(c2)OCCO3)C1)NC1CCCc2ccccc21 (centres undefined)	7	2	5	97	7	0	102	-3.3	4
O=C(OCc1nnc(-c2ccccc2)o1)c1ccc([N+](=O)[O-])o1	-4	0	5	126	4	1	108	-0.1	-2
CCc1ccc(NC(=O)C2CCN(c3c(N4CCCC4)c(=O)c3=O)CC2)cc1	2	3	-98	97	-8	3	95	-0.3	-4
O=C(N=C1SC2CS(=O)(=O)CC2N1Cc1ccccc1)C1CCCO1 (centres undefined)	3	1	-2	100	-1	0	103	-1.5	-3
CCc1cccc(CC)c1NC(=S)NCC(c1cccnc1)N1CCOCC1 (centres undefined)	-1	5	4	93	-3	0	89	2.3	9
Cc1cc(NC(=O)c2ccco2)ncc1NC(=O)CCc1ccccc1	-4	9	-5	99	4	1	96	-4.6	8
O=C(NCc1ccccc1Cl)c1ccccc1Oc1ccccc1	-5	2	1	90	1	0	93	1.1	-13

(listing goes on)
SMILES	Fam108B counter	Bcl-xL primary	VLA-4 inh	AGP1-GFP MLPCN	GLD-1 TGE inh	GRK2 aptamer HTS	CIT2-GFP yeast	MEX-5 binding	MCL1 BIM primary
COc1ccccc1S(=O)(=O)Nc1cc(S(=O)(=O)N2CCCCC2)ccc1N1CCOCC1	4	-2	-8	99	5	0	104	2.1	-5
C#CCOCCOCCOCCNc1nc(N2CCOCC2)nc(N2CCN(C(=O)[C@H](Cc3cc4ccccc4[nH]3)n3cc([C@@H](N)Cc4ccc(O)cc4)nn3)CC2)n1	-1	-1	-2	89	-4	0	106	2.4	-6
Cc1ccc(C(=O)Nc2ccc(N3CCN(S(C)(=O)=O)CC3)cc2)cc1C	1	5	-5	103	-4	1	104	1.0	5
COc1ccc(-n2c(Cc3cccn3C)nnc2SCC(=O)Nc2ccccc2F)cc1	-1	4	33	106	5	2	101	0.9	5
CC1CCCC(N2CCN(C(=O)c3ccc([N+](=O)[O-])cc3)CC2)C1 (centres undefined)	/	/	-1	100	/	0	105	1.2	/
COc1ccc(S(=O)(=O)N2CCOCC2)cc1NC(=O)COC(=O)c1oc2ccccc2c1C	/	-7	4	101	3	0	97	/	-7
CC1(c2nnc(-c3ccccc3)o2)CC(c2ccc([N+](=O)[O-])cc2)=NO1 (centres undefined)	-1	0	-3	100	2	0	99	-0.9	-3
CCOC(=O)C1(Cc2ccc(OC)cc2)CCN(C(=O)CCn2cccn2)CC1	-5	-4	0	99	-1	0	104	-1.3	-3
O=C(c1ccccc1)c1ccc(NCCCn2ccnc2)c([N+](=O)[O-])c1	-1	-1	-5	101	-2	0	99	-4.5	-2
COc1ccc(OCC(=O)NC(=S)Nc2ccc(S(=O)(=O)Nc3cc(OC)nc(OC)n3)cc2)cc1	-4	8	-3	98	6	0	93	2.0	10
O=C1OC(c2ccccc2)=NC12CC2c1ccc(Cl)cc1 (centres undefined)	-1	-1	-3	89	2	18	77	3.0	-6
NC(=O)c1cc(S(=O)(=O)Nc2cccc(F)c2)co1	-2	5	-20	102	-4	2	87	1.7	1
O=C(Cc1ccc(Cl)cc1)NNC(=O)c1cnccn1	-4	4	-8	93	-5	0	90	-16	-2
OC(Cn1cncn1)(c1ccc(F)cc1)c1ccc(Cl)cc1 (centres undefined)	0	1	5	100	1	1	103	-2.2	-7
Cc1nn(CCC(=O)NNC(=S)Nc2ccc([N+](=O)[O-])cc2)c(C)c1[N+](=O)[O-]	4	0	4	110	7	0	104	-5.2	0
CC(=O)N1C(=O)N(C)C2C1N(C)C(=O)N2C(C)=O (centres undefined)	2	4	1	109	4	2	109	0.7	9
CCOC(=O)c1cccc(NC(=O)CN(c2ccc(C)cc2)S(=O)(=O)c2c(C)n[nH]c2C)c1	-2	8	57*	105	3	0	99	0.3	-4
CC1CCN(C(=O)CC(NC(N)=O)c2ccccc2Cl)CC1 (centres undefined)	1	-1	4	106	4	0	107	-0.7	3
O=C(NC1CCN(Cc2ccccc2)CC1)C1CCCN(S(=O)(=O)c2cccc3nonc23)C1 (centres undefined)	3	0	3	97	-1	0	101	-4.9	0
CCc1ccccc1N(CC(=O)NCc1ccccc1)C(=O)CCC(=O)Nc1ccccn1	1	2	5	102	-3	0	98	0.6	4
O=C1[C@H]2[C@@H](/C=C/c3ccccc3)N3C(=O)CN(Cc4ccccn4)C(=O)[C@@]3(Cc3ccccc3)[C@H]2C(=O)N1c1ccccc1	-2	3	-1	91	0	0	111	2.2	6
CCCC(=O)Nc1c(C(=O)OCC)[nH]c2ccccc12	-3	5	-15	98	-3	0	99	-1.0	11
COc1cccc(C2NC(=S)NC3=C2CCc2ccccc23)c1 (centres undefined)	1	-6	11	107	-2	0	111	-5.7	4
CN1CCN(c2ccc(Cl)cc2NC(=O)CCN2C(=O)c3ccccc3C2=O)CC1	0	4	7	108	-1	0	105	-3.1	1
CCOc1ccccc1N1CCN(C(=O)/C=C/c2cccc([N+](=O)[O-])c2)CC1	6	5	14	94	-11	2	93	0.9	-5

Entries listed so far that have an NH in an aromatic ring (four):
SMILES	Fam108B counter	Bcl-xL primary	VLA-4 inh	AGP1-GFP MLPCN	GLD-1 TGE inh	GRK2 aptamer HTS	CIT2-GFP yeast	MEX-5 binding	MCL1 BIM primary
CC(=O)Nc1c(O)nc(SCC(=O)Nc2cccc(C)c2)[nH]c1=O	0	3	9	102	-6	2	102	1.6	0
C#CCOCCOCCOCCNc1nc(N2CCOCC2)nc(N2CCN(C(=O)[C@H](Cc3cc4ccccc4[nH]3)n3cc([C@@H](N)Cc4ccc(O)cc4)nn3)CC2)n1	-1	-1	-2	89	-4	0	106	2.4	-6
CCOC(=O)c1cccc(NC(=O)CN(c2ccc(C)cc2)S(=O)(=O)c2c(C)n[nH]c2C)c1	-2	8	57*	105	3	0	99	0.3	-4
CCCC(=O)Nc1c(C(=O)OCC)[nH]c2ccccc12	-3	5	-15	98	-3	0	99	-1.0	11

Continuation.
SMILES	Fam108B counter	Bcl-xL primary	VLA-4 inh	AGP1-GFP MLPCN	GLD-1 TGE inh	GRK2 aptamer HTS	CIT2-GFP yeast	MEX-5 binding	MCL1 BIM primary
Cc1ccc(N2C(=O)c3ccccc3NC2C(C)Cc2ccc3c(c2)OCO3)cc1 (centres undefined)	-2	8	-12	100	7	5	91	-3.0	12
CCOC(=O)C1(Cc2cccc(OC)c2)CCN(Cc2cccn2-c2nccs2)CC1	-3	-2	9	97	-12	0	101	1.2	-8
CCOc1ccccc1NC(=O)NC(C)c1ccncc1 (centres undefined)	5	0	32	100	2	1	97	-0.6	-2
CCN(CC)C(=S)SCC(=O)c1ccccc1	6	3	-15	97	-8	0	/	0.4	3
COc1cccc(CN(C)C(=O)CNC(=O)c2ccc3c(c2)OCO3)c1OC	1	6	3	89	-4	0	111	0.2	3
CCCCC(=O)NC(=S)Nc1cccc(NC(=O)c2ccco2)c1	-1	6	13	98	0	0	104	0.9	10
O=C(NC(=S)NCC1CCCO1)c1ccc(Cl)cc1Cl (centres undefined)	0	2	10	95	0	0	95	-0.6	-2
O=C(CCc1ccccc1)N=C1SC2CS(=O)(=O)CC2N1c1ccccc1 (centres undefined)	6	4	3	106	-4	0	101	0.2	0
Cc1[nH]c2ccccc2c1C(=O)C(=O)NCC1CCCO1 (centres undefined)	-1	-2	12	97	-8	5	89	1.2	3
CCOc1ccccc1N=Nc1c(C)[nH]n(C(N)=S)c1=O	1	0	10	95	-12	0	100	-0.9	-1
CCOC(=O)c1ccc(-c2ccc(/C=N/NC(=O)Cc3nnc(N)s3)o2)cc1	1	4	-1	105	-3	0	102	0.0	5
COc1ccc(OCC(O)CN2CCc3ccccc3C2)cc1 (centres undefined)	0	6	-2	102	-1	2	101	2.1	8
Nc1n[nH]c(N)c1N=Nc1ccccc1	3	13	3	100	0	0	90	-3.0	8
O=C(CSc1nnc(-c2ccccc2O)o1)N1CCc2ccccc2C1	1	4	4	106	11	0	103	0.5	13
COc1ccccc1NC(=O)c1cc(Sc2nncn2C)nc2ccccc12	-4	7	0	101	-2	0	103	-7.5	-1
Cc1ccc(-n2nc(C)c3c(C)c(CCC(=O)NCC4CCCO4)c(=O)n(C)c32)cc1 (centres undefined)	-1	-5	-4	88	-7	6	87	-2.0	-8
OCCN(Cc1ccccc1)c1ncnc2sccc12	3	6	-5	105	3	0	111	1.8	1
CCN1C(=O)c2ccccc2S(=O)(=O)c2ccc(C(=O)NCC(OC)OC)cc21	0	7	-18	90	6	0	96	0.7	7
Cc1ccc(NC(=O)c2ccco2)c(NC(=O)c2ccccc2)c1	-5	0	3	94	-10	4	92	-1.5	3
Cc1cccc(NC(=O)CSc2nc3ccccc3o2)c1	-1	2	7	99	6	1	95	0.5	1
CCO[C@@H]1OC(C(=O)N2CCN(Cc3ccc4c(c3)OCO4)CC2)=C[C@H](c2cn(C(C)=O)c3ccccc23)[C@H]1CCCO	-4	1	20	99	1	0	94	-1.6	-6
c1ccc2c(NCC3CCCO3)nc(-c3ccncc3)nc2c1 (centres undefined)	0	-1	6	93	1	3	90	-1.6	-5
NC(=O)N1CCCC1C(=O)Nc1ccc(Cl)c(Cl)c1 (centres undefined)	0	0	2	95	-12	0	89	-0.5	-1
